OXTR agonist = human OXTR agonists, primary screen, fluorescence, CHO-OTR cells, Fluo-8 calcium; Fluo-8 calcium fluorescence; normalized: DMSO 0%, oxytocin 100%; activation, % at 3 µM; actives 0.32% (n = 320,000);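 active means activation above the mean of all tested compounds plus 3 SD, cutoff set per screening run, cut at about 20% in these data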;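 further: peak over basal fluorescence ratio from a 100 s FLIPR kinetic read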
Target sequence (P30559 whole entry, looked up): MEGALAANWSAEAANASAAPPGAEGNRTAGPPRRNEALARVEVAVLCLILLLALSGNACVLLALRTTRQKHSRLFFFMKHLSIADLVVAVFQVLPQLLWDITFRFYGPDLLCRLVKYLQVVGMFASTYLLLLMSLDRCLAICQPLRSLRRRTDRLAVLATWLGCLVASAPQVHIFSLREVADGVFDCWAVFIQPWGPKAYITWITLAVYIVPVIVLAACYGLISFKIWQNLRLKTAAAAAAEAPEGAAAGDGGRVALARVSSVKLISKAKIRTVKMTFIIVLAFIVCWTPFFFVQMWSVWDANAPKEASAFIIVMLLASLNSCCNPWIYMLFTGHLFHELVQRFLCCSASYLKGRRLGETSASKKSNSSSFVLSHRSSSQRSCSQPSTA
CHO parental Ca = ATP-evoked calcium signal inhibitors, parental CHO, primary screen, counter-screen for OX1R antagonist project, cell-based, fluorescence, Fluo-8 calcium dye; parental CHO-K1, ATP-induced calcium, Fluo-8 fluorescence; inhibition, % at 5.6 µM; actives 0.63% (n = 330,000); AID 463079, 2010;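 active means inhibition above that plate's mean sample inhibition plus 3 SD, cut at about 26% in these data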;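 further: 0% = ATP-challenged DMSO wells and 100% = DMSO wells without ATP; some compounds past the cut are filed as inactive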
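Measured by: calcium-sensitive Fluo-8 fluorescence / Test system: CHO parental line / Controls: ATP-challenged DMSO wells low, unchallenged DMSO wells high / Measure: % inhibition / Compound: single nominal dose of 5.6 µM per compound / Replicates: single well per compound, no replicates / Reagent: ATP as calcium-mobilizing challenge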
CHRM1 antagonist = human M1 muscarinic receptor antagonists, primary screen, CHO-K1 cells, Fluo-8 calcium fluorescence, 1536-well; actives 1.3% (n = 360,000); CHO-K1 hM1, ACh EC80 antagonist; Muscarinic acetylcholine receptor M1 (Homo sapiens), P11229; inhibition, % at 3 µM;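 active means percent inhibition above its own plate's cutoff, namely the mean of that plate's compound wells plus 3 SD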;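 further: peak over basal fluorescence ratio during 140 s after agonist addition; 0% = ACh EC80 plus DMSO and 100% = DMSO alone without agonist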
M1 PAM = human M1 muscarinic receptor positive allosteric modulators, primary screen, CHO-K1 cells, Fluo-8 calcium fluorescence, 1536-well; Muscarinic acetylcholine receptor M1 (Homo sapiens), P11229; CHO-K1 hM1, ACh EC20; 0% = ACh EC20, 100% = maximal ACh; activation, % at 3 µM; actives 0.088% (n = 360,000); in the data active means activation above about 19%, passing the limit was not always enough
OXTR potentiate = human OXTR potentiators, primary screen, fluorescence, CHO-OTR cells, Fluo-8 calcium. Oxytocin receptor (Homo sapiens), P30559. Fluo-8 calcium fluorescence, potentiator mode; 0% = oxytocin EC15, 100% = EC100. activation, % at 3 µM. actives 0.061% (n = 320,000);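 active means activation above that plate's cutoff, the mean activation of tested compounds plus 3 SD, cut at about 6.6% in these data, passing the limit was not always enough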;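 further: 100% uses oxytocin at 75 nM as the full agonist control; some results filed as inactive read as strong as hits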
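Assay system: CHO cell line stably expressing human OTR | Also added: Oxytocin at about EC15, sub-maximal agonist stimulus | Times: Compound 6 min at room temperature before oxytocin, 100 s read | Measured by: Fluo-8 intracellular calcium fluorescence, ex 470-495, em 515-575 nm | Controls: EC15 oxytocin alone as 0%, 75 nM oxytocin as 100%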
M1 ag = human M1 muscarinic receptor agonists, primary screen, Fluo-8 calcium fluorescence, CHO-K1 cells, HTS; Muscarinic acetylcholine receptor M1 (Homo sapiens), P11229; CHO-K1 hM1, agonist mode; 0% DMSO, 100% acetylcholine EC100; activation, % at 3 µM; actives 0.33% (n = 360,000);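 active means activation above the run's mean compound activation plus 3 SD, cut at about 16% in these data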;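 further: peak over basal fluorescence ratio within a 140 s kinetic read after compound addition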
TAAR1 antagonist = human TAAR1 antagonists, primary screen, Fluo-8 calcium fluorescence, CHO RD-HGA16 cells; Trace amine-associated receptor 1 (Homo sapiens), Q96RJ0; AID 624466, 2012; actives 1.5% (n = 360,000); inhibition, % at 3 µM; antagonist;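 active means inhibition above a per-plate cutoff, the mean inhibition of test compounds on that plate plus 3 SD, cut at about 49% in these data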;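 further: 0% = DMSO plus EC80 beta-PEA response and 100% = DMSO alone without agonist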
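Test system: RD-HGA16 CHO cells with stable hTAAR1 and Gα16 / Probe or stimulus: EC80 β-phenethylamine stimulus / Times: seeding 17-24 h prior, 75-min 37 °C, 30-min RT dye loading / Detection: Fluo-8 calcium-sensitive fluorescence / Read-out basis: % inhibition scaled between DMSO and EC80 PEA controls / Repeats: singlicate, one well per test compound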
TAAR1 ag = human TAAR1 agonists, primary screen, Fluo-8 calcium fluorescence, CHO RD-HGA16 cells; Trace amine-associated receptor 1 (Homo sapiens), Q96RJ0; vehicle wells 0%, saturating PEA agonist 100%; activation, % at 3 µM; actives 0.99% (n = 360,000); AID 624467, 2012;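 active means activation above the mean activation of all test compounds in the run plus 3 SD, cut at about 38% in these data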
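Test system: RD-HGA16 (CHO) cells co-expressing Gα16 and hTAAR1 / Benchmarks: DMSO vehicle as 0%, PEA at EC100 as 100% / Repeats: no replicates (n 1) / Measure: % activation from peak over basal fluorescence ratio, DMSO-to-PEA scaled / Timing: 17-24 h plating, Fluo-8 75 min 37 °C, 30 min RT / Technique: kinetic Fluo-8 calcium fluorescence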
V1R ag counter = agonists of human V1a receptor, primary screen, counter-screen for OXTR agonist project, fluorescence, CHO-V1R cells; Vasopressin V1a receptor (Homo sapiens), P37288; Fluo-8 calcium fluorescence, agonist mode; 0% DMSO, 100% 3 nM vasopressin; activation, % at 3 µM; actives 0.25% (n = 320,000); AID 2797, 2010;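 active means activation above the mean activation of all tested compounds plus 3 SD, per screening run, cut at about 20% in these data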;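 further: signal is peak over basal fluorescence ratio across a 100 second FLIPR read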
Target sequence (P37288 whole entry, looked up): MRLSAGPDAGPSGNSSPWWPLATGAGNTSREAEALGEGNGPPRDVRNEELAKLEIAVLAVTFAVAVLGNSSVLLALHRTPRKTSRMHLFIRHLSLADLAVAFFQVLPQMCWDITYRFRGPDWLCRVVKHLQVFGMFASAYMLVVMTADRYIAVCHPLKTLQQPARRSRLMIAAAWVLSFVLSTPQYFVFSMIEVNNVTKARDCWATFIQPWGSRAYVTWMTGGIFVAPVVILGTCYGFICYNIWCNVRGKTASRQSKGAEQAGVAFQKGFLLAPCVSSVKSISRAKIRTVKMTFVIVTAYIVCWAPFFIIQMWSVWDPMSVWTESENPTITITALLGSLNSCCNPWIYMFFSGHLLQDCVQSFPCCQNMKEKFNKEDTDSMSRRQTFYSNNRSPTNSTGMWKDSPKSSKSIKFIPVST
The depositor's hits bear a star; x = no result given; & = joins results of further samples.

smiles,CHO parental Ca,M1 PAM,OXTR agonist,OXTR potentiate,TAAR1 antagonist,CHRM1 antagonist,M1 ag,TAAR1 ag,V1R ag counter
Cc1c(OC(C)C(=O)NCC(O)c2ccccc2)ccc2c3c(c(=O)oc12)CCC3 (configuration not stated),-5,3,2.6,-23,-10,-6,0,4,4.8
COc1ccccc1N1CCN(C(=O)CCCCn2c(=O)[nH]c3ccsc3c2=O)CC1,-12,-3,-0.5,-5,-9,-8,-2,7,-0.3
CCC(Oc1ccc(F)cc1)C(=O)N1CCCCCCC1 (configuration not stated),-13,11,-2.2,0,18,-5,3,9,-1.0
Cc1ccc(S(=O)(=O)N(CC(O)CN2CCCCC2)c2ccccc2)cc1 (configuration not stated),-3,8,-1.3,-4,-3,-8,-11,0,0.2
CCCCCC(=O)N1C[C@H](O)[C@@H](n2cc(COC(=O)c3ccccc3)nn2)C[C@@H]1c1ccc(Cl)cc1,x,-11,x,x,33,16,-4,5,x
O=C(NC(=S)Nc1cccc(O)c1)C1CCCCC1,-6,12,-0.3,-8,11,-10,-3,1,0.6
CCCc1nnc(SCC(=O)Nc2ccc(OC)cc2)o1,-7,10,0.7,7,4,-11,-2,0,-0.1
COc1ccc(NS(=O)(=O)c2cc(N/C(=N\S(=O)(=O)c3ccccc3)c3ccc(F)cc3)ccc2Cl)cc1,-5,4,0.1,-8,12,-2,-5,15,-0.1
COC(=O)c1ccc(NC(=O)CSCc2ccccc2)cc1,-14,2,-1.0,-4,x,-31,-4,x,-0.5
CCCCNC(=S)N/N=C/c1ccc(C)s1,-15,-4,-2.7,-3,7,-4,-6,9,-1.1
CCC(C(=O)NC1CCCC1)N(C(=O)Cn1nnc(-c2ccc(C)o2)n1)c1ccccc1OC (configuration not stated),-35,13,-0.2,-5,5,-11,-8,-3,-0.2
CSc1ccc(Cl)c(C(=O)OCC(=O)NCc2ccco2)c1,-22,1,-0.9,-9,-19,3,-1,-2,-0.3
CCOC(=O)COc1ccc(Br)cc1/C=C/c1[nH]c(=O)[nH]c(=O)c1[N+](=O)[O-],-19,18,-0.6,-1,0,-15,-4,11,0.9
CCN1C(=O)[C@H]2[C@@H](c3ccc(C)cc3)N3C(=O)N(c4cccc(Cl)c4)C(=O)[C@@]3(Cc3ccc(Cl)cc3)[C@H]2C1=O,-9,5,0.9,1,5,-2,-3,8,1.3
C=CCN1C(=O)/C(=C\c2cccc(OC(=O)c3ccco3)c2)SC1=S,-6,2,0.2,-2,4,0,-4,-3,0.0
CC(NC(=O)C(=O)Nc1nccs1)c1ccccc1 (configuration not stated),-4,0,-1.1,-4,-16,8,-3,6,-0.5
O=C(c1cn(-c2ccccc2)nc1-c1cccs1)N1CCN(c2ccccc2)CC1,-11,2,-0.7,-2,x,2,-4,x,-0.3
CC1Oc2ccccc2N(CC(=O)Nc2ccc3c(c2)OCO3)C1=O (configuration not stated),-8,-2,0.3,-7,-20,4,-4,4,0.1
Oc1ccc(/C=C/c2ccnc3ccccc23)cc1,8,5,3.6,-6,-11,-2,-2,14,5.1
CCOc1ccc(C(=O)CCC(=O)NC(CC(C)C)C(=O)OC)cc1 (configuration not stated),-4,1,0.4,-3,-14,-2,0,-1,0.2
CCN(CC(=O)Nc1ccc(NC(C)=O)cc1)C(=O)c1oc2ccccc2c1C,-11,12,0.5,-12,-9,-27,2,3,-0.6
Cc1cc(NC(=O)CCN2CCC(C(N)=O)CC2)ccc1Br,-8,9,0.6,-10,1,-9,-3,8,0.2
COc1ccc(C(=O)Oc2ccc[nH]c2=O)cc1,5,8,3.0,-12,4,3,0,6,0.5
Cc1cc(-c2nn(-c3ccccc3F)cc2CNCCc2cnc[nH]2)c(C)s1,-11,4,-0.2,-1,-23,-5,-4,0,-0.9
CCOC(=O)C1=C(O)/C(=C/c2cccc(OC)c2O)N=C1C,-14,1,-0.8,-3,-1,5,-5,0,-1.0
COC(=O)CC1C(=O)NCCN1C(=O)c1ccc2oc(C(C)C)nc2c1 (configuration not stated),-5,10,2.2,3,-7,-11,0,0,1.5
CC(C)Cn1c(N)c(C(=O)COC(=O)C2=COCCO2)c(=O)n(C)c1=O,-18,9,2.1,-11,-11,-9,1,12,1.6
COc1ccc2c(=O)c(N3C(=O)c4ccccc4C3=O)coc2c1,-7,12,-1.0,-11,-16,-9,-4,4,-0.2
COc1ccc(-c2cc(-c3nnc(COC(=O)c4ccc(O)cc4)o3)c3ccccc3n2)cc1OC,-8,-12,4.4,-3,48,18,-2,16,1.7
O=C(C#Cc1ccccc1)Nc1ccccc1F,1,11,-2.3,-2,5,-12,-5,-1,-0.7
Cn1cccc1C(=O)OCC(=O)NC(=O)c1ccc(Cl)cc1,-5,2,2.6,11,-1,-6,-3,1,1.9
CCN(CC)S(=O)(=O)c1ccc(N2CCOCC2)c(NC(=O)c2ccc(C#N)cc2)c1,-10,10,-0.3,-9,-7,-9,-1,1,0.3
CCOC(=O)c1cnn(-c2cc(Oc3ccccc3C)ncn2)c1N,-10,1,0.0,-19,20,-1,-2,11,0.9
O=C(COC(=O)[C@@H]1CCCN1S(=O)(=O)c1ccccc1F)NCc1ccc2c(c1)OCO2,-15,8,5.8,-4,-12,-8,1,0,6.0
COc1ccc(NS(=O)(=O)c2c(C)n(C)c(=O)n(C)c2=O)cc1OC,-12,-5,1.1,0,-41,13,-1,4,1.3
Cc1ccc(CNc2cc(C(=O)O)ccc2C)s1,-4,0,0.5,-4,13,-5,-4,2,0.4
O=C1NC(Cc2c[nH]c3ccccc23)C(=O)N1CCOc1ccc(F)cc1 (configuration not stated),-8,12,4.1,-20,-15,-11,-3,2,3.0
Cc1ccn2cc(CNS(=O)(=O)c3ccc4c(c3)OCCO4)nc2c1,5,-5,0.6,-4,-8,3,-2,0,1.3
Cn1c(=O)[nH]c(=O)c2c1nc(Br)n2CCCO,-1,8,0.1,1,11,-6,-4,8,0.8
COc1ccc(CC(=O)Nc2ccc(S(=O)(=O)N3CCCC3)cc2)c(OC)c1,-11,-3,1.6,-5,-11,6,-8,3,0.8
Cc1ccc(NC(=O)CN2CCN(C(=O)C3CC3)CC2)c(F)c1,x,17,x,x,-22,-5,4,3,x
CCOC(=O)c1nn(-c2ccc3ccccc3c2)cc1O,-9,7,-2.6,-1,-29,-12,-7,-2,-0.6
Cc1ccc(C(=O)OCCOc2cccc(Cl)c2)cc1S(=O)(=O)N1CCOCC1,16,2,1.1,-3,31,4,0,6,3.1
CCN1CCN(c2ccc(NC(=O)c3ccc(OC)c(S(=O)(=O)N4CCCC4)c3)cc2)CC1,-6,-9,2.8,-5,14,13,-9,2,0.4
O=C(COC(=O)c1ccccc1Cl)Nc1cccc(S(=O)(=O)N2CCCCC2)c1,x,-14,x,x,25,14,-1,7,x
Cc1ccc(C(=O)COC(=O)c2n[nH]c(=O)c3ccccc23)cc1,-2,-3,-1.2,-15,-18,4,-3,3,-0.2
O=c1cc(O)nc(SCc2ccccc2)n1-c1ccccc1,-3&-9,4&10,0.8&0.3,-1&-17,5&-4,-6&-13,-3&-1,17&4,0.7&2.9
CCCn1nnc(NC(=O)Cc2ccc(Cl)cc2)n1,-6,6,-0.8,-1,-10,-11,-7,11,-0.3
Cc1ccccc1C(=O)c1cccn1CC(=O)NCCCN1CC(C)CC(C)C1 (configuration not stated),-14,0,1.0,-5,1,5,-5,1,0.1
CC(NS(=O)(=O)c1ccc2c(c1)oc(=O)n2C)c1ccccc1 (configuration not stated),5,-3,3.5,-6,2,11,-1,3,4.6

(next part)
smiles,CHO parental Ca,M1 PAM,OXTR agonist,OXTR potentiate,TAAR1 antagonist,CHRM1 antagonist,M1 ag,TAAR1 ag,V1R ag counter
O=C1c2cc(CO)cc(O)c2C(=O)c2c(O[C@@H]3OC(CO)[C@@H](O)[C@@H](O)[C@@H]3O)cccc21 (some centres not stated),-6,12,1.5,3,-11,-3,2,2,0.4
CCc1cccc(C)c1NC(=O)c1ccc(CN2CCc3ccccc3C2)cc1,-5,-7,-0.5,-5,-12,-2,-8,-2,1.6
COc1cc(OC)c(C2=NOC(C(=O)N3CCCc4ccccc43)C2)cc1Cl (configuration not stated),-27,-3,4.1,-12,21,4,-5,14,2.4
O=c1ccc2cc(S(=O)(=O)Nc3ccccc3F)ccc2o1,-9,12,0.0,-12,-6,-20,-3,3,0.3
CCS(=O)(=O)N1CCN(C(=O)COc2ccc(-c3ccccc3)cc2)CC1,0,3,5.4,-2,9,-4,-2,2,4.8
COc1ccccc1/C=C/CN1CCSCC1,-4,3,-1.3,-18,-1,-12,-11,3,-0.3
CCC(=O)Nc1ccccc1C(=O)OCC(=O)c1cccc2ccccc12,-18,-4,-1.4,-10,29,7,-6,15,5.0
Cc1ccc(C(=O)NNC(=O)c2cccs2)cc1,5,1,0.8,0,1,0,0,-1,-0.4
N#CC1(NC(=O)COC(=O)c2cccc(-n3cnnn3)c2)CCCCC1,9,-1,0.3,0,-5,2,-3,1,-0.7
CCNC(=S)NNC(=O)c1ccc(OC)cc1,0,3,-0.3,-5,0,-3,-6,5,-0.5
CCCOc1ccc(CSC(CC(=O)O)C(=O)O)cc1 (configuration not stated),-7,2,1.6,-5,4,0,-4,4,1.8
O=C(CCN1C(=O)c2ccccc2S1(=O)=O)Nc1cc(Cl)ccc1Cl,-19,4,-1.6,-3,5,2,-1,3,-0.5
Cc1ccc(N(CC(=O)NC2CCCCC2)C(=O)CCCC(=O)Nc2ccccn2)cc1,-22,10,-0.2,-3,0,-11,-3,-2,0.0
